DT40 TDP1 no CPT: qHTS for Inhibitors of human tyrosyl-DNA phosphodiesterase 1 (TDP1): qHTS in cells in absence of CPT; DT40 Tdp1-/- hTDP1 cells, no CPT, ATP luminescence, 48 h; Potency, µM (top dose mostly 46.2 µM), for the others: at the top dose activity change, negative = growth inhibition, hits mostly inhibitors; 420,000 tested, 15% active; also: nearly all actives have a fitted effect of over 55% in size
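Compound effects on proliferation are scored in DT40 Tdp1-/-;hTDP1 cells in the absence of CPT. ATP levels (CellTiter-Glo luminescence) are recorded after a ≥48 hr, 37 °C incubation.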
TDP1 block: blocks human tyrosyl-DNA phosphodiesterase 1. Q9NUW8. recombinant TDP1, AlphaScreen DNA substrate cleavage. Potency, µM (series often up to 130 µM), for the others: top-dose activity change, negative = inhibition, hits mostly inhibitors. 350,000 tested, 0.28% active; also: nearly all actives have a fitted effect of over 40% in size
Target sequence (Q9NUW8 whole entry, looked up): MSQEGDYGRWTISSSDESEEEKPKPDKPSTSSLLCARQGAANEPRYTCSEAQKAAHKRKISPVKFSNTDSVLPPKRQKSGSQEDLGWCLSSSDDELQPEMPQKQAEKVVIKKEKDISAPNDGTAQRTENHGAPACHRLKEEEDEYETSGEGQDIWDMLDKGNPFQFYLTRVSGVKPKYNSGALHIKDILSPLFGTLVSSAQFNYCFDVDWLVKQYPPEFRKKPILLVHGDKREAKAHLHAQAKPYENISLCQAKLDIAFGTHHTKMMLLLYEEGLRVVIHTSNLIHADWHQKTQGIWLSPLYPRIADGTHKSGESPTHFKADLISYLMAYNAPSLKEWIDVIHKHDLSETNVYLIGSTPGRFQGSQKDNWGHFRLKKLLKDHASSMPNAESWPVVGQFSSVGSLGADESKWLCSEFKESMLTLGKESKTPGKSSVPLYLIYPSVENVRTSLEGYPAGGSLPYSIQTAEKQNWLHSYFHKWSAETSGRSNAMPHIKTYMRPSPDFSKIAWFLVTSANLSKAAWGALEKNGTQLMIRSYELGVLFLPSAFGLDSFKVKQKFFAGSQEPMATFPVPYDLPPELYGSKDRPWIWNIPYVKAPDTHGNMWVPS
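Recombinant E. coli-expressed Tdp1 (1 nM) preincubated with compound 15 min at RT, then 5'-biotin/3'-phosphotyrosine-FITC DNA substrate (15 nM) added for 5 min. AlphaScreen beads (10 ug/ml) added, 10 min RT; tyrosine-FITC cleavage read as signal loss.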
DT40 TDP1 CPT: growth inhibition of DT40 Tdp1-/-;hTDP1 cells with camptothecin (screen for TDP1 inhibitors); chicken DT40 Tdp1-/-;hTDP1 cells + 20 nM CPT, ATP luminescence, 48 h; Potency, µM (highest dose often 46.2 µM), for inactives: top-dose activity change, negative = growth inhibition, hits mostly inhibitors; 420,000 tested, 12% active; AID 686979; also: nearly all actives have a fitted effect of over 55% in size
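Chicken DT40 Tdp1-/- cells stably complemented with human TDP1 were seeded at 400 cells/well in medium containing 20 nM camptothecin, exposed to pin-transferred compounds, and grown at 37 °C for at least 48 hr. Viability was read as ATP luminescence.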
* hit, by the source's call; ? = inconclusive; · = no result given; & = joins results of further samples; [ ] = remark or other dose. Calls follow the shape of the dose curve; as a rule, active = well fitted curve in the direction sought with a large enough effect; inconclusive = small, poorly fitted or top-dose-only effect, or another doubt; inactive = no such curve, though single readings can be large; an effect the other way counts as inactive or inconclusive. % is scaled to controls: 0 for no effect and ±100 for the full control effect; potency is read from the fitted curve at half-maximal effect.

Start of the listing, in advance:
Order of values – DT40 TDP1 no CPT	TDP1 block	DT40 TDP1 CPT
> COc1cc(/C=N/NC(=O)CCn2c3ccccc3c3ccccc32)cc(OC)c1OC
    -7%	5%	?
> O=C(C[C@H]1CC[C@H]2[C@@H](COC[C@H](O)CN2C(=O)c2ccccn2)O1)N1CCN(c2ccccc2)CC1
    -3%	·	-15%
> Cc1cccc(-n2ccc(=O)c(C(=O)Nc3ccc(S(=O)(=O)N4CCOCC4)cc3)n2)c1
    23µM*	4%	?
> CC(=O)Nc1cccc(OCC(=O)NS(=O)(=O)c2ccc(Cl)cc2)c1
    1%	5%	-1%

Main list, from the start:
Order of values – DT40 TDP1 no CPT	TDP1 block	DT40 TDP1 CPT
> COc1cc(/C=N/NC(=O)CCn2c3ccccc3c3ccccc32)cc(OC)c1OC
    -7%	5%	?
> O=C(C[C@H]1CC[C@H]2[C@@H](COC[C@H](O)CN2C(=O)c2ccccn2)O1)N1CCN(c2ccccc2)CC1
    -3%	·	-15%
> Cc1cccc(-n2ccc(=O)c(C(=O)Nc3ccc(S(=O)(=O)N4CCOCC4)cc3)n2)c1
    23µM*	4%	?
> CC(=O)Nc1cccc(OCC(=O)NS(=O)(=O)c2ccc(Cl)cc2)c1
    1%	5%	-1%
> O=C(O)c1ccc(N/N=C/C2=Cc3ccccc3OC2)cc1
    5%	2%	-22%
> C[C@@H]1CN([C@H](C)CO)S(=O)(=O)c2ccc(C#Cc3ccccc3)cc2O[C@H]1CN(C)C(=O)Nc1ccc2c(c1)OCO2
    16µM*	·	13µM*
> Cc1cc(=O)oc2c3c(cc(OCC(=O)N[C@@H](Cc4ccccc4)C(=O)O)c12)OC(C)(C)CC3
    7%	·	12%
> CC1(C(=O)Nc2nnc(SCc3ccccc3)s2)Cc2ccccc2C(=O)O1 (configuration not stated)
    ?	-1%	?
> COc1ccc(C(=O)NCC2(c3ccccc3)CCOCC2)cc1[N+](=O)[O-]
    29µM*	0%	?
> COc1ccccc1OCC(=O)N/N=C/c1cccc2cccnc12
    21µM*	2%	?
> CC1C(=O)N(Cc2cn(Cc3ccco3)nn2)CCS(=O)(=O)N1Cc1ccc(-c2ccc(Cl)c(Cl)c2)cc1 (configuration not stated)
    8.2µM*	·	15µM*
> O=C1c2ccccc2C(=O)N1CCCCCCN1C(=O)c2ccccc2C1=O
    ?	·	-18%
> O=C(CSc1nnc(C2COc3ccccc3O2)o1)N1CCCCC1 (configuration not stated)
    -9%	4%	-8%
> Nc1ccc(S(=O)(=O)Nc2nccs2)cc1N=Nc1ccccc1[N+](=O)[O-]
    7%	·	8%
> CCCCc1nc2cc(Cl)ccc2o1
    6%	0%	-11%
> Cc1cccc(-n2c(SCC(=O)NCC3CCCO3)nc3ccccc3c2=O)c1C (configuration not stated)
    23µM*	2%	15µM*
> O=C(O)C1C2CCCCC2=C2CCCCC2C1C(=O)Nc1nccs1 (configuration not stated)
    0%	·	12%
> CN(C)N=Nc1ccc(/C=C2\C=Cc3ccccc32)cc1
    ?	·	14µM*
> COc1ccc(CCNC(=O)CSc2nc3[nH]ncc3c(=O)[nH]2)cc1OC
    13%	2%	1%
> N#C/C(=C\c1ccccc1)C(=O)N1CCC(C(N)=O)CC1
    -1%	9%	-30%

For convenience, 3 of the compounds above:
Order of values – DT40 TDP1 no CPT	TDP1 block	DT40 TDP1 CPT
> COc1cc(/C=N/NC(=O)CCn2c3ccccc3c3ccccc32)cc(OC)c1OC
    -7%	5%	?
> O=C(C[C@H]1CC[C@H]2[C@@H](COC[C@H](O)CN2C(=O)c2ccccn2)O1)N1CCN(c2ccccc2)CC1
    -3%	·	-15%
> Cc1cccc(-n2ccc(=O)c(C(=O)Nc3ccc(S(=O)(=O)N4CCOCC4)cc3)n2)c1
    23µM*	4%	?

(listing goes on)
Order of values – DT40 TDP1 no CPT	TDP1 block	DT40 TDP1 CPT
> COc1ccccc1NC(=O)C(=O)N(c1cccnc1)C(C(=O)NC(C)(C)C)c1ccccc1F (configuration not stated)
    11%	3%	6%
> O=C(NNC(=O)c1ccccc1[N+](=O)[O-])c1ccccc1[N+](=O)[O-]
    -8%	2%	-1%
> Cc1sc2nc(SC(C)C)nc(N)c2c1C
    2%	3%	-5%
> Cc1ccc(C(=O)Nc2ccc(-n3c(C)nc4ccccc4c3=O)cc2)cc1[N+](=O)[O-]
    7.3µM*	5%	9.2µM*
> CCOc1ccccc1NC(=O)c1nnn(CC(=O)Nc2ccccc2CC)c1N
    -29%	2%	1%
> CCCCNC(=O)CN(CCc1ccccc1)S(C)(=O)=O
    -6%	0%	?
> CCOC(=O)C1/C(=N\O)CC(C)(O)C(C(=O)OCC)C1c1ccc(N(C)C)cc1 (configuration not stated)
    ?	-4%	-9%
> COc1ccc(CN=C(Nc2ccccc2)SC2CC(=O)NC2=O)cc1 (configuration not stated)
    -4%	6%	3%
> CC(=O)Nc1sc2c(c1C(N)=O)CCN(Cc1ccccc1)C2
    -21%	·	7%
> Nc1ncnc2c1nc(Br)n2C1CC(O)C(CO)O1 (configuration not stated)
    -7%&3%	3%	-3%&12%
> Cc1cc(=O)[nH]c(N/N=C/c2ccc(O)c(O)c2)n1
    -25%	·	4%
> Cc1cc(C(=O)Nc2cccc3ccccc23)n(-c2ccccc2)n1
    -18%	9%	?
> NS(=O)(=O)c1ccc(NC(=O)CSC2CCCCC2)cc1
    29µM*	1%	16µM*
> COC(=O)[C@@]1(Cc2ccccc2)[C@H]2C(=O)N(Cc3ccccc3)C(=O)[C@H]2[C@H]2CN=C(SCc3ccc(Cl)cc3)N21
    ?	0%[56.1 µM]	?
> O=C(COc1ncnc2ccccc12)N1CCN(c2ccccc2)CC1
    2%	1%	8%
> O=C(CCN1C(=O)C2C3C=CC(C3)C2C1=O)Nc1nccs1 (configuration not stated)
    ?	3%	?
> CC(C)c1nc2sc(C(=O)O)c(N)c2c2c1CCCC2
    -18%	5%	10%
> c1ccc(-c2nc3ccccc3nc2-c2ccccn2)nc1
    -7%	0%	2%
> Cc1cc(C)c(S(=O)(=O)N(C2=NCCS2)S(=O)(=O)c2c(C)cc(C)cc2C)c(C)c1
    ?	1%	?
> COc1ccc(CC(=O)N/N=C/C=C/c2cccc([N+](=O)[O-])c2)cc1OC
    ?	0%	-122%
> Cc1cc(=O)oc2cc(OCC(=O)N/N=C/c3ccccc3[N+](=O)[O-])ccc12
    ?	56µM*	-2%
> COc1ccc(NC(=O)Nc2nc3c(s2)CCCC3)cc1
    23µM*	2%	?
> O=c1oc2ccccc2c(Nc2ccccc2)c1CN1CCCCC1
    ?	·	-25%
> CCN(CCO)c1nc(NCc2ccccc2)c2cnn(C)c2n1
    ?	4%	?
> Cc1ccc(-n2nnc3c(=O)n(CC(=O)NCc4ccco4)cnc32)cc1
    ?	-2%	?
> CC(C)c1ccc(C2NC(=O)NC3=C2CCc2ccccc23)cc1 (configuration not stated)
    15µM*	-8%	13µM*
> CC(=O)NC1=NN(C(C)=O)C(C)(CCS(=O)(=O)c2ccc(Cl)c(Cl)c2)S1 (configuration not stated)
    -7%	2%	13%
> CCOc1ccccc1C(=O)Nc1cc2c(cc1N1CCCCC1)n(C)c(=O)n2C
    18µM*	2%	15µM*
> CCOC(=O)c1c(-c2cccs2)csc1NC(=O)CSc1ncn[nH]1
    -10%	10%	-1%
> O=C(NCCc1ccco1)c1cc(COc2cccc(C(F)(F)F)c2)on1
    ?	4%	?
> COc1ccc(C(C)=O)cc1CSCC(=O)O
    8%	5%	1%
> O=C1CSC(c2cn(-c3ccccc3)nc2-c2ccccc2)N1Cc1ccco1 (configuration not stated)
    18µM*	-6%	?
> COc1ccc(NC(=O)COC(=O)C2CC(=O)N(Cc3ccc(C)cc3)C2)cc1 (configuration not stated)
    8%	·	3%
> COc1cc(NC(=O)CCCNC(=O)Cn2cnc3sc(C)c(C)c3c2=O)cc(OC)c1OC
    -22%	0%	10%
> O=C/C(=C\Nc1ccc(S(=O)(=O)CCO)cc1)c1nc2cc(Cl)ccc2o1
    -20%	4%	-5%
> Cc1ccc(NC(=O)Cn2c(=O)oc3cc(S(=O)(=O)N4CCCCC4)ccc32)c(Cl)c1
    12µM*	2%	?
> CCOC(=O)c1c(NC(=S)NC(=O)/C=C/c2cccs2)sc(C)c1C
    ?	5%	21µM*
> O=C(NCc1cccs1)c1cc2c(s1)-c1ccccc1OC2
    ?	-8%	-8%
> Cc1ccc(C)c(N(C)C(=O)C2CCN(S(=O)(=O)c3cccc4nsnc34)CC2)c1
    13µM*	-2%	16µM*
> CCOc1ccccc1N(CC)C(=O)Cn1ncc2c([nH]c3ccccc32)c1=O
    ?	7%	?
> N/C(=N\OC(=O)c1ccccc1)c1ccccn1
    -20%	-10%	-7%
> CCOc1ccccc1NC(=O)c1ccc2c(=O)n3c(nc2c1)CCCCC3
    ?	3%	16µM*
> Cc1nn(-c2ccccc2)c(/N=C/c2ccc(O)cc2)c1-c1ccccc1
    -9%	1%	?
> COc1ccc(NC(=O)CCC2CCCC2)cc1OC
    13%	2%	-2%
> CCOCCCNC(=O)C1CCN(S(=O)(=O)c2c(C)noc2/C=C\c2ccc(OC)cc2)CC1
    1%	·	-11%
> Cc1cccc(C)c1NC(=O)CN(Cc1ccccc1)Cc1ccccc1
    21µM*	·	?
> CC1(C(=O)NCCC#N)CCN1C(=O)C1(c2ccccc2)CC1 (configuration not stated)
    ?	·	-13%
> O=C(c1cc(C2CC2)nn1-c1ccccc1)N1CCN(S(=O)(=O)c2ccccc2F)CC1
    -4%	·	3%
> CCn1c(=O)c2c(nc3n2CCCN3c2cccc(C)c2)n(C)c1=O
    -14%	4%	9%
> COc1ccc(N2C(=O)CSC23C(=O)N(CC(=O)NCCc2ccccc2)c2ccccc23)cc1 (configuration not stated)
    ?	3%	16µM*

Next section.
Order of values – DT40 TDP1 no CPT	TDP1 block	DT40 TDP1 CPT
> Cc1nc2ccccc2nc1N/N=C/c1ccc(O)cc1
    0%	3%	-3%
> CCOC(=O)Cn1c(CN(Cc2ccccc2)Cc2ccccc2)nc2c1c(=O)n(C)c(=O)n2C
    ?	3%	21µM*
> Cc1ccc(S(=O)(=O)N2CCCC(C(=O)NCc3ccc4c(c3)OCO4)C2)cc1 (configuration not stated)
    ?	·	-26%
> COc1ccccc1N1CCN(S(=O)(=O)c2ccc(-n3cnnn3)cc2)CC1
    ?	5%&2%	?
> CCN(CC)C(=O)[C@H]1C[C@H](CC(=O)NC/C=C(\C)CCC=C(C)C)C(=O)N2CCc3c([nH]c4ccc(Cl)cc34)[C@]12C
    ?	2%[56.1 µM]	?
> Cc1cn(CC2COC(C)(C)O2)c(=O)[nH]c1=O (configuration not stated)
    ?	-4%	?
> O=C1C(c2ccccc2)=[N+]([O-])c2ccccc21
    4.1µM*	11%	5.2µM*
> CCn1cc(C(=O)NCC2COc3ccccc3O2)c2cc(OC)c(OC)cc2c1=O (configuration not stated)
    ?	7%[56.1 µM]	?
> Cc1cccc(NC(=O)c2cccc(N3C(=O)C4C5C=CC(C6CC56)C4C3=O)c2)c1 (configuration not stated)
    15µM*	3%[56.1 µM]	?
> COc1ccccc1N1CCN(C2CCCN(C(=O)CCc3c(C)noc3C)C2)CC1 (configuration not stated)
    -3%	0%	-9%
> COc1cc2cc(C(=O)N/N=C/c3cccc(OC)c3OC)[nH]c2cc1OC
    13µM*	·	-7%
> Cc1oc(-c2ccc(Cl)cc2)nc1CS(=O)CC(=O)NC1CCCCC1 (configuration not stated)
    4%	3%	-1%
> CN(C)c1c([N+](=O)[O-])cc2[nH]c(=O)[nH]c2c1[N+](=O)[O-]
    -20%	7%	-14%
> O=C(c1ccco1)N1CCN(Cc2cccnc2)CC1
    13%	·	-2%
> COc1ccc2c(CC(=O)N[C@@H](Cc3ccccc3)C(=O)O)cc(=O)oc2c1
    18%	·	9%
> Cn1c(NCc2ccncc2)nc2cc(-c3ccsc3)sc2c1=O
    -4%	·	-5%
> COc1ccc(S(=O)(=O)N2CCC(C(=O)N(CC(C)C)C3CCS(=O)(=O)C3)CC2)cc1OC (configuration not stated)
    2%	·	5%
> COc1cc(Cl)c(C)cc1NC(=O)CSC
    4%	5%	-2%
> CCOc1ccc(CNC(=O)C2CCCCN2S(=O)(=O)c2ccc(F)cc2)cc1OC (configuration not stated)
    ?	0%	-26%
> NC(=O)CSc1nnc(-c2ccccn2)n1N
    -7%	3%	2%
> CCOc1cccc(C2C(C(=O)c3ccco3)=C(O)C(=O)N2c2nnc(C)s2)c1 (configuration not stated)
    0%	6%	-12%
> Nc1sc(-c2ccccc2)cc1C(=O)NCCc1ccc(Cl)cc1
    16µM*	·	23µM*

Screening results: PubChem, National Center for Advancing Translational Sciences (NCATS)
